TAAR1 antag – antagonists of human TAAR1; Q96RJ0; CHO RD-HGA16 TAAR1, Fluo-8 calcium fluorescence, antagonist; inhibition, % at 3 µM; 360,000 compounds, 1.5% hits; AID 624466;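 active = inhibition above a per-plate cutoff, the mean inhibition of test compounds on that plate plus 3 SD, cut at about 49% in these data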;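 also: 0% = DMSO plus EC80 beta-PEA response and 100% = DMSO alone without agonist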
Target sequence (Q96RJ0 whole entry, looked up): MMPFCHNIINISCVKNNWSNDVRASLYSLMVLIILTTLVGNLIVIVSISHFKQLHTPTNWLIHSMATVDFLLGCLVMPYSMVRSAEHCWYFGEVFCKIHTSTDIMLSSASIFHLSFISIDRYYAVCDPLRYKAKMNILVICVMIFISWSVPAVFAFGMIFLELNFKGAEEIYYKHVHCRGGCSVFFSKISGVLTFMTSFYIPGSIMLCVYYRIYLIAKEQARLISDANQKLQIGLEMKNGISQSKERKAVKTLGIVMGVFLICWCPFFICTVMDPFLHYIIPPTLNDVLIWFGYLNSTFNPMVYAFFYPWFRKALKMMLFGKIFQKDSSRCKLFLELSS
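Material: RD-HGA16 CHO cells with stable hTAAR1 and Gα16; Dosing: single nominal final test compound concentration of 3 µM; Schedule: seeding 17-24 h prior, 75-min 37 °C, 30-min RT dye loading; Detection: kinetic Fluo-8 calcium fluorescence measurement; Measure: % inhibition from peak post-agonist over basal fluorescence ratio; Benchmarks: vehicle and agonist controls.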
M1 ag – agonists of human M1 muscarinic receptor. CHO-K1 hM1, Fluo-8 calcium fluorescence, agonist mode; 0% DMSO, 100% acetylcholine EC100. P11229. activation, % at 3 µM. 360,000 compounds, 0.33% hits;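 active = activation above the run's mean compound activation plus 3 SD, cut at about 16% in these data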;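 also: peak over basal fluorescence ratio within a 140 s kinetic read after compound addition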
M1 PAM parental – counter-screen for M1 PAMs: effect in parental CHO-K1 cells; 360,000 compounds, 0.02% hits; activation, % at 3 µM; ATP EC20, Fluo-8 calcium fluorescence; 0% at ATP EC20, 100% at ATP max;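 active = activation above the run cutoff, the mean activation of all test compounds plus 3 SD, cut at about 40% in these data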;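 also: peak over basal fluorescence ratio in a 140 s read after ATP addition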
M1 ag parental – M1 agonist counterscreen hit in parental CHO-K1 cells; Fluo-8 calcium fluorescence; scaled to maximal ATP response, vehicle zero; activation, % at 3 µM; 360,000 compounds, 0.48% hits; AID 602248; in the data active = activation above about 15%;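 also: untransfected CHO-K1 host cells lacking M1 receptor as counterscreen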
TAAR1 ag – agonists of human TAAR1; Q96RJ0; CHO RD-HGA16 TAAR1, Fluo-8 calcium fluorescence; vehicle wells 0%, saturating PEA agonist 100%; activation, % at 3 µM; 360,000 compounds, 0.99% hits;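 active = activation above the mean activation of all test compounds in the run plus 3 SD, cut at about 38% in these data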
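Repeats: no replicates (n 1) | Material: CHO-derived RD-HGA16 cells with stable Gα16 and human TAAR1 | Technique: Kinetic Fluo-8 calcium fluorescence | Schedule: 17-24 h seeding, 75 min 37 °C dye, 30 min RT | Evaluation: % activation from peak over basal fluorescence ratio, DMSO-to-PEA scaled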
OXTR potentiator – potentiators of human oxytocin receptor | P30559 | CHO-OTR cells, Fluo-8 calcium fluorescence, potentiator mode; 0% = oxytocin EC15, 100% = EC100 | activation, % at 3 µM | 320,000 compounds, 0.061% hits | AID 2445;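 active = activation above that plate's cutoff, the mean activation of tested compounds plus 3 SD, cut at about 6.6% in these data, passing the limit was not always enough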;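 also: 100% uses oxytocin at 75 nM as the full agonist control; some results filed as inactive read as strong as hits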
Target sequence (P30559 whole entry, looked up): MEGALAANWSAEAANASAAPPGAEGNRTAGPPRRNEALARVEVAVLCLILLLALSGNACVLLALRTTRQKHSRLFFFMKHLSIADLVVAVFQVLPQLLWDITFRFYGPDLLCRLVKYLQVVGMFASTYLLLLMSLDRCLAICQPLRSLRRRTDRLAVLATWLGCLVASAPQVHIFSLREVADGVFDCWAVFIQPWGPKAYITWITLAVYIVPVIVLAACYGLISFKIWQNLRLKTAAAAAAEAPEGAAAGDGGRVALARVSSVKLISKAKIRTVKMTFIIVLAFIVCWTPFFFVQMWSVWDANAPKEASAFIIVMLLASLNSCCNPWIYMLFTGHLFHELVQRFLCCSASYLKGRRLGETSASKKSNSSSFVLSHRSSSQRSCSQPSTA
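System: human OTR in CHO cells / Also added: sub-maximal oxytocin, roughly EC15 / Control set: EC15 oxytocin low, 75 nM oxytocin high / Schedule: 6 min compound pre-incubation at room temperature, 100 s kinetic read / Compound: single-point 3.0 µM / Replication: singlicate / Technique: Fluo-8 calcium dye fluorescence / Read-out basis: % activation of max/min ratio relative to oxytocin controls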
CHO-K1 Ca antag – M1 antagonist counterscreen hit in parental CHO-K1 cells; 360,000 compounds, 0.6% hits; AID 602250; ATP-induced calcium, Fluo-8 fluorescence; inhibition, % at 3 µM;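 active = inhibition above a per-plate cutoff, the plate's mean sample inhibition plus 3 SD, cut at about 24% in these data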;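 also: 0% = DMSO plus EC80 ATP and 100% = DMSO alone without ATP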
V1R ag counter – V1a receptor agonism, counter-screen for OXTR agonists; P37288; CHO-V1R cells, Fluo-8 calcium fluorescence, agonist mode; 0% DMSO, 100% 3 nM vasopressin; activation, % at 3 µM; 320,000 compounds, 0.25% hits;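 active = activation above the mean activation of all tested compounds plus 3 SD, per screening run, cut at about 20% in these data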;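 also: signal is peak over basal fluorescence ratio across a 100 second FLIPR read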
CHO parental Ca – counter-screen for OX1R antagonists: effect in parental CHO cells; parental CHO-K1, ATP-induced calcium, Fluo-8 fluorescence; inhibition, % at 5.6 µM; 330,000 compounds, 0.63% hits; AID 463079;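 active = inhibition above that plate's mean sample inhibition plus 3 SD, cut at about 26% in these data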;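 also: 0% = ATP-challenged DMSO wells and 100% = DMSO wells without ATP; some compounds past the cut are filed as inactive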
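Measured by: calcium-sensitive Fluo-8 fluorescence / Test system: CHO parental line / Controls: ATP-challenged DMSO wells low, unchallenged DMSO wells high / Measure: % inhibition / Compound: single nominal dose of 5.6 µM per compound / Replicates: single well per compound, no replicates / Reagent: ATP as calcium-mobilizing challenge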
Starred values were filed as active, the others as inactive; x = no result given.

mol	TAAR1 antag	M1 ag	M1 PAM parental	M1 ag parental	TAAR1 ag	OXTR potentiator	CHO-K1 Ca antag	V1R ag counter	CHO parental Ca
CC(C)C[C@@H]1CN=C(N)N1C[C@@H]1CCCN1C[C@@H](C(C)C)N1C[C@@H](Cc2ccccc2)N(CCCC2CCCC2)C1=N	-12	-11	16	0.1	2	4	-8	0.3	-19
CC(=O)C[C@@H](O)CC(=O)[C@@H]1OC(=O)CCCCCCCc2ccccc21	-7	-11	5	0.0	0	7	-5	2.1	-7
CCC(C)OC(=O)n1ccc(C(=O)Nc2nccs2)n1 (configuration not stated)	2	-4	6	0.1	3	-3	3	0.5	-7
Cc1cc(=O)oc2ccc(OC(=O)CN3C(=O)c4cccc([N+](=O)[O-])c4C3=O)cc12	4	-4	1	-0.5	0	-8	4	0.8	-13
COC(=O)c1ccc(NC(=O)CCN2C(=O)NC(C)(C)C2=O)cc1	8	-3	15	0.9	2	-4	-12	0.3	-11
O=S(=O)(NCc1ccccc1)c1ccc(S(=O)(=O)N(Cc2cccs2)CC2CCCO2)cc1 (configuration not stated)	41	-1	-7	0.0	10	-6	28*	0.9	-11
COc1cc(/C=C2/SC(=O)N(Cc3ccccc3)C2=O)ccc1OCc1ccncc1	10	-2	2	-0.2	5	3	-5	0.8	-18
O=C(CN1C(=O)CC(c2ccccc2)S(=O)(=O)c2ccccc21)N1CCCCC1 (configuration not stated)	3	-4	24	1.5	10	-12	-14	-0.1	-2
COc1ccc(-c2ccc(C(=O)O)o2)c([N+](=O)[O-])c1	-9	-4	10	0.2	4	-6	1	1.3	-8
COc1ccc(-c2cc(C(=O)N/N=C/c3cc(OC)c(OC)cc3OC)c3ccccc3n2)cc1	68*	-3	10	2.7	9	-4	-8	-0.2	-19
Cn1cc(C(=O)N/N=C/C(Br)=C\c2ccccc2)ccc1=O	16	-1	10	1.2	15	-7	-3	1.4	-11
O=c1c2ccccc2c(-c2ccc(F)cc2)nn1-c1ccc(C(F)(F)F)cc1	-16	-3	8	-0.5	3	-14	13	0.3	-33
CCCc1c(C(=O)N/N=C(\C)CCc2ccccc2)nnn1-c1nonc1N	-11	-2	26	0.6	3	-6	-9	0.5	-7
COc1ccc(-c2cc(C(=O)OCC(=O)N(C)C)c3ccccc3n2)cc1	20	-3	13	1.3	9	-2	2	-1.5	-9
Cc1nn2c(CN(C(=O)COc3ccccc3)c3ccccc3)nnc2c2ccccc12	4	-3	2	3.3	1	-4	-11	1.7	-10
COc1ccc(C(=O)/C=C/c2ccccc2C(F)(F)F)cc1	-2	-9	8	4.8	14	-2	0	0.8	-1

3 compounds from above, reduced to OXTR potentiator and M1 ag parental.
Molecule | OXTR potentiator | M1 ag parental
COc1ccc(-c2cc(C(=O)OCC(=O)N(C)C)c3ccccc3n2)cc1 | -2 | 1.3
Cc1nn2c(CN(C(=O)COc3ccccc3)c3ccccc3)nnc2c2ccccc12 | -4 | 3.3
COc1ccc(C(=O)/C=C/c2ccccc2C(F)(F)F)cc1 | -2 | 4.8

(more compounds)
mol	TAAR1 antag	M1 ag	M1 PAM parental	M1 ag parental	TAAR1 ag	OXTR potentiator	CHO-K1 Ca antag	V1R ag counter	CHO parental Ca
C=CCN=C(C)C1=C(O)C(C)OC1=O (configuration not stated)	-5	-6	20	0.7	4	3	-11	1.2	5
CC(C)(C)NC(=O)NC(=O)COC(=O)c1c(F)cccc1Cl	2	1	6	1.6	2	-8	-7	0.1	2
S=C1NC2(CCCCC2)Nc2ccccc21	2	-5	12	1.6	4	0	-12	0.7	10
CC(CCN1CCN=C1Nc1ccccc1)c1ccccc1 (configuration not stated)	9	-12	6	1.0	2	-11	-5	0.8	-1
COc1cc(C)c(CN2CCN(S(=O)(=O)c3ccc(Cl)s3)CC2)cc1OC	1	-5	4	5.6	6	-9	-17	2.7	-32
COc1ccc2[nH]c(C)c(CCN(Cc3cccs3)C(=S)Nc3cccc(F)c3)c2c1	x	-2	10	0.7	x	-8	1	1.4	-4
COc1ccc(C(C)NC(=O)Cc2cccs2)cc1OC (configuration not stated)	-10	0	-1	0.1	7	-6	-2	1.3	-4
COC(=O)CSc1nnc(CNC(=O)c2cccs2)n1-c1cc(OC)ccc1OC	x	-5	-6	0.1	x	6	8	1.0	-9
Cc1ccc(-c2nnc(N3CC(C)OC(C)C3)c3ccccc23)cc1 (configuration not stated)	-14	-11	3	0.2	5	7	6	-2.0	1
O=C(CSc1ccc(Cl)cc1)Nc1nnc(-c2cccc([N+](=O)[O-])c2)s1	-5	0	8	0.2	5	-1	-3	1.7	-13
CCOC(=O)c1ccccc1NC(=O)C1CC(=O)N(C2CCCC2)C1 (configuration not stated)	-11	-4	-16	0.0	3	x	4	x	x
Cc1cc(C(=O)COC(=O)c2nn(C)c(=O)c3ccccc23)c(C)n1C	11	-2	-15	0.4	4	x	-12	x	x
O=C(Nc1ccc(S(=O)(=O)Nc2nccc(C3Cc4ccccc4C(=O)O3)n2)cc1)c1ccccc1 (configuration not stated)	4	-3	1	0.3	7	-5	-3	-0.5	1
COCCCN(C(=O)Nc1ccc(C)c(C)c1)C(C)c1ccccn1 (configuration not stated)	-5	-6	14	0.6	-1	-2	-7	0.0	-6
CN(C)c1ccc(P(=O)(OC2CCCCC2)C(O)c2ccccn2)cc1 (configuration not stated)	-24	-3	11	1.2	2	-10	-5	0.7	-18
CCC(c1nnnn1-c1ccc2c(c1)OCCO2)N1CCN(c2ccc(C)cc2)CC1 (configuration not stated)	6	x	-4	6.7	1	x	9	x	x
CCN1C(=O)[C@H]2[C@@H](c3ccc(C)cc3)N[C@]3(CCCN(Cc4ccccc4)C3=O)[C@H]2C1=O	-6	-1	12	0.7	3	x	-4	x	x
COc1ccc(NC(=O)CC2C(=O)N(c3ccc(Cl)cc3)C(=S)N2NC(=O)c2cccc(F)c2)cc1 (configuration not stated)	-11	-5	13	3.1	3	-10	-7	1.8	-1
CCOC(=O)CCCC(=O)Nc1ncnc2c1C(c1ccccc1)c1c(ccc3ccccc13)O2 (configuration not stated)	-2	0	8	0.3	15	-3	-17	-0.1	-19
O=C(c1ccc(Cl)c(S(=O)(=O)N2CCCCCC2)c1)N1CCOCC1	9	-5	0	0.0	4	-14	0	0.6	-7
O=C(O)/C=C\c1cccc(-n2nnnc2SCc2ccccc2F)c1	-10	-5	1	1.6	3	-1	-19	2.5	-13
Cc1nonc1CN(C)C(=O)c1ccc(OC2CCN(Cc3ccccn3)CC2)cc1	-26	-7	13	2.0	1	-10	-9	-0.2	-9
CC1=C(C(N)=O)C(c2ccc(F)cc2)n2nc(CCCO)nc2N1 (configuration not stated)	-24	-3	6	0.1	6	-4	0	0.8	-5
Cc1c(C(=O)N(Cc2ccccc2)Cc2cccs2)cnn1-c1ccc(Cl)cc1	-33	-5	22	1.7	-2	-19	-14	4.4	-31
O=C(c1cc(COc2ccc(F)cc2Cl)on1)N1C[C@H]2CC[C@H]1C2	-13	1	-21	1.1	3	-13	15	6.7	-12
COc1ccc(N(C)S(=O)(=O)c2cccc(C(=O)N3CCN(c4ccccc4)CC3)c2)cc1	40	-5	3	6.6	6	x	12	x	x
O=C1NCCCC1C(=O)N/N=C/c1cccc(O)c1 (configuration not stated)	3	-4	-3	-0.3	0	-13	7	0.7	1
CCOc1ccccc1NC(=O)Cn1c(=O)n(-c2ccc(OC)cc2OC)c(=O)c2c(C)c(C(=O)N(CC)CC)sc21	-13	-3	0	0.2	1	-27	-17	-0.3	-24
COc1cccc(-n2c(SCC(=O)N3CCCCC3)nc3c([nH]c4ccccc43)c2=O)c1	5	1	17	-0.1	1	-3	-1	0.7	-10
OC(c1ccc(F)c(F)c1)c1nc(-c2cccs2)cs1 (configuration not stated)	23	-2	-1	0.7	-1	x	-1	x	x
Cc1ccc(OCC(=O)N/N=C/C=C/c2ccco2)c(Br)c1	-22	0	-24	0.3	-1	x	3	x	x
COc1ccc(C(O)c2ncc(-c3ccccc3OC)[nH]2)cc1F (configuration not stated)	-16	0	12	1.1	2	x	0	x	x
CCCCn1c(N)c(N(CC(C)C)C(=O)c2cccs2)c(=O)[nH]c1=O	-38	-2	24	1.6	2	3	-5	0.8	1
O=C(CN1CCN(C/C=C/c2ccccc2)CC1)NCc1ccccc1	5	-12	14	1.0	0	-9	-14	1.9	-8
CC(CNC(=O)c1cccc(Br)c1)n1cncn1 (configuration not stated)	5	-2	14	0.6	1	x	3	x	x
Cc1cc(Sc2ccc([N+](=O)[O-])cn2)ccc1Br	-13	-2	7	0.3	-2	-8	-12	-0.9	-16
CCNC(=O)C1CCCN(C(=O)c2ccc3c(c2)CCO3)CC1 (configuration not stated)	3	-2	2	0.5	1	x	-8	x	x
O=C(c1cc(C2CC2)nn1-c1ccccc1)N1CCN(Cc2ccccc2)CC1	-25	-2	-5	0.2	0	x	0	x	x
COc1ccc(C(CC(=O)O)NS(=O)(=O)c2ccc(C)cc2)cc1OC (configuration not stated)	5	-4	13	-0.2	9	-6	-7	0.2	-4
Cc1ccc(/C=C/C(=O)NC(=S)N2CCN(c3ccc(F)cc3)CC2)cc1	-10	-3	8	-0.1	2	-9	-3	-0.1	-10
COc1ccc2c(c1)c(C(=O)CNc1nc(C)cs1)c(C)n2C	8	-7	1	-0.4	-2	-10	-5	-1.7	-23
CCOC(=O)N1CCN(CC(=O)c2ccc(O)cc2O)CC1	-10	8	-5	0.5	6	-10	-8	0.6	-1
c1ccc(-c2ccc(CN3C[C@@H]4C(c5ccccc5)C5(c6ccccc6)CC4(C5)[C@H]3c3ccccc3)cc2)cc1 (some centres not stated)	-6	-1	1	0.3	0	-9	-8	-0.1	-13
CN(C)c1ccc(/C=C(\NC(=O)c2ccccc2)C(=O)NCCCn2ccnc2)cc1	19	-4	9	1.1	-1	-6	-12	-0.7	-5

Source: PubChem
